TNAP inh hi DEA = blocks human TNAP under high phosphate acceptor concentration; P05186; purified TNAP, CDP-star luminescence, 1 M DEA; inhibition, % at 20 µM; 200,000 tested, 0.03% active; AID 1135;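 active means over 50% inhibition of tissue-nonspecific alkaline phosphatase at 20 µM in the single-dose screen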;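 further: plate controls were DMSO wells for no effect and EDTA-quenched wells as full inhibition for full effect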
Target sequence (P05186 whole entry, looked up): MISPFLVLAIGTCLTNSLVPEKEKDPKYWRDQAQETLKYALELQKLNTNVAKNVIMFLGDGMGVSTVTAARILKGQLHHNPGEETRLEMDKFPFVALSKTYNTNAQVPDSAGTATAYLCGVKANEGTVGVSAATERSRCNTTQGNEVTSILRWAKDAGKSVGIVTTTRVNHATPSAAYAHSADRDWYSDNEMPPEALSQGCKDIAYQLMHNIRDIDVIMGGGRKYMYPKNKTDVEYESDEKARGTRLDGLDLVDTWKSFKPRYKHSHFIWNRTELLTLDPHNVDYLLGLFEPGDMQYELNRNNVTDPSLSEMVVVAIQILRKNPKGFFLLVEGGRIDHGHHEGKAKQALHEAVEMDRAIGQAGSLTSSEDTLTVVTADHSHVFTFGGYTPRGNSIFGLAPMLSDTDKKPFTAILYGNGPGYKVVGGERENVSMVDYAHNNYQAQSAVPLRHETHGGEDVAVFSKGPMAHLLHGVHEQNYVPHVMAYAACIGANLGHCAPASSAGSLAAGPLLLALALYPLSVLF
Diaph inh CS = counter-screen for diaphorase-based assays: diaphorase inhibitors and chemical oxidizers. inhibition, % at 20 µM. 190,000 tested, 0.69% active. AID 1217. diaphorase resazurin-to-resorufin fluorescence, NADH, 16 min; bacterial (C. kluyveri) enzyme, not human;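 active means primary screen inhibition at 20 µM above a set limit, cut at about 50% in these data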;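 further: plate controls were DMSO with full reaction for no effect and wells lacking NADH for full effect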
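Assay system: diaphorase enzyme from Clostridium kluyveri. Quantity: enzyme working solution with 0.14 U/mL diaphorase. Schedule: reaction incubation of 16 min at room temperature. Technique: resorufin fluorescence, excitation 544 nm, emission 590 nm. Controls: No-NADH positive control and DMSO neutral control.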
TNAP inh no acc = inhibitors of human TNAP without phosphate acceptor | inhibition, % at 20 µM | 200,000 tested, 0.26% active | P05186 | AID 1012 | purified TNAP, CDP-star luminescence, 30 min;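 active means tissue-nonspecific alkaline phosphatase inhibition above about 50% at 20 µM in the single-dose screen, limit read from the data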;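 further: 0% = DMSO negative control and 100% = EDTA positive control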
bIAP inhibitor = blocks bovine intestinal alkaline phosphatase activity; 190,000 tested, under 10 active; purified bovine IAP, CDP-star luminescence, 30 min; inhibition, % at 20 µM;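 active means over 50% inhibition of intestinal alkaline phosphatase at 20 µM in the single-dose screen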
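Assay system: bovine IAP enzyme; medium: DEA buffer 100 mM, pH 9.8, with MgCl2 1.0 mM, ZnCl2 0.02 mM; doses: 20 µM single dose; incubation: enzyme reaction for 30 min at room temperature; detection: CDP-star luminescence signal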
PMI activator = activators of human phosphomannose isomerase | P34949 | purified human PMI, coupled resazurin fluorescence, 20 min; hits give high values; 1 = vehicle control, 0 substrate-free wells | activation factor at 20 µM | 190,000 tested, 0.005% active;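 active means activation factor of 2 or more at 20 µM, relative to plate controls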
Target sequence (P34949 whole entry, looked up): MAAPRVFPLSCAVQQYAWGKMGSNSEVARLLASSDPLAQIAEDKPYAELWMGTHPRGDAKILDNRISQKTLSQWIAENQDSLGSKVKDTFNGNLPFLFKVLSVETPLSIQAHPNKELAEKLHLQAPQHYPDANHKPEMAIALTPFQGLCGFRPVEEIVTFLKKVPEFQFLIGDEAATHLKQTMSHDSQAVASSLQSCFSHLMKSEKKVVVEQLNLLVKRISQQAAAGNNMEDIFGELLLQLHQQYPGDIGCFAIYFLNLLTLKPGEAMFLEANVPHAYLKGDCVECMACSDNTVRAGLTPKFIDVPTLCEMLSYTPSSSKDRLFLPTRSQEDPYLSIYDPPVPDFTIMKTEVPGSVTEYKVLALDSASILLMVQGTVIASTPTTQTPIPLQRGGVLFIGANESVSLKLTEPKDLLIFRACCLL
TNAP act hiacc = increases human TNAP activity under high phosphate acceptor concentration | purified TNAP, CDP-star luminescence, 1 M DEA, 30 min; hits give high values; 0 = EDTA background, 1 = DMSO-only activity | activation factor at 20 µM | 200,000 tested, under 10 active;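 active means activation factor at least 2 at 20 µM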
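Control set: EDTA negative control, DMSO positive control / Assay system: human TNAP / Quantity: TNAP 1/800 final / Evaluation: TNAP activation factor scaled between EDTA and DMSO control wells / Measured by: luminescent substrate turnover signal / Compound dosing: one dose, 20 µM / Times: 30 min enzyme reaction at room temperature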
Diaphorase act = counter-screen for diaphorase-based assays: diaphorase activators and chemical reducers | Diaphorase/resazurin coupled assay, resorufin fluorescence, 16 min; hits give high values; 1 = vehicle wells, 0 = NADH-free wells | activation factor at 20 µM | 190,000 tested, 0.005% active | AID 1229;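 active means diaphorase activity raised at least twofold by the compound at 20 µM; inactive means activation factor below 2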
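Material: purified diaphorase enzyme from Clostridium kluyveri / Medium: HEPES pH 7.4 buffer with MgCl2 and Tween 20 / Schedule: enzyme reaction of 16 min at room temperature / Measured by: resorufin fluorescence, excitation 544 nm, emission 590 nm / Evaluation: rise in resorufin formation, marking diaphorase activation or chemical reduction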
bIAP activator = intestinal alkaline phosphatase (bovine) activation. activation factor at 20 µM. purified bovine IAP, CDP-star luminescence, 30 min; hits give high values; fold of DMSO-control signal, blank-subtracted. 200,000 tested, 0.17% active;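 active means activation factor of 2 or more at 20 µM, a signal rise over negative controls twice the positive control's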
PMI act hi M6P = PMI (human) activation, high substrate. coupled PMI enzyme assay, resazurin fluorescence, 20 min; hits give high values; 1 = untreated enzyme, 0 = substrate-free blank. activation factor at 20 µM. 190,000 tested, 0.34% active. AID 1216;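 active means activation factor of 2 or more at 20 µM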
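Material: human phosphomannose isomerase with PGI, G6PDH, diaphorase coupling enzymes; amount: PMI at 15 ng/mL final; also added: Mannose-6-phosphate 1.0 mM (near-saturating) plus 0.22 mM NADP+; incubation: enzyme reaction with compound 20 min at room temperature; signal: resorufin fluorescence (Ex 544/Em 590 nm) from resazurin via diaphorase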
L major viab = inhibitors of Leishmania major promastigote growth. inhibition, % at 10 µM. Leishmania major promastigotes, resazurin fluorescence viability. 200,000 tested, 9% active; in the data active means inhibition above about 50%;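 further: promastigotes grown with compound for 44 hours at 28 °C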
The depositor's hits bear a star.

SMILES | TNAP inh hi DEA | Diaph inh CS | TNAP inh no acc | bIAP inhibitor | PMI activator | TNAP act hiacc | Diaphorase act | bIAP activator | PMI act hi M6P | L major viab
COc1cc(/C=C/CO)cc(OC)c1O[C@@H]1O[C@H](CO)[C@@H](O)[C@H](O)[C@H]1O | -3 | 19 | -10 | 3 | 1 | 1 | 0.8 | 1 | 1 | -6
CCc1ccc(NC(=O)CSCc2ccc(C(=O)O)cc2)cc1 | -5 | -6 | -9 | 7 | 1 | 1.1 | 1.1 | 0.9 | 1 | -1
CCN(CC)C(=S)SCC(=O)NC12CC3CC(CC(C3)C1)C2 | -2 | 17 | -5 | 6 | 0.8 | 1 | 0.8 | 0.9 | 0.9 | -2
C=CCNC(=S)Nc1cccc(N)c1 | -1 | 12 | -10 | 11 | 0.9 | 1 | 0.9 | 0.9 | 0.4 | -5
O=C(Nc1ccccc1)c1ccc(NCC2CCCO2)c([N+](=O)[O-])c1 (centres undefined) | 13 | 0 | 8 | 10 | 0.9 | 0.9 | 1 | 0.9 | 0.9 | 3
COc1ccc(Oc2ccccc2/C=N/O)cc1 | -2 | 19 | -3 | 24 | 0.9 | 1 | 0.8 | 0.8 | 0.9 | -1
CS(=O)(=O)N1CCN(C(=O)Cc2cccs2)CC1 | -1 | 14 | 4 | 7 | 1 | 1 | 0.9 | 0.9 | 1 | -5
Cc1ccc2nsnc2c1S(=O)(=O)N1CCN(CCc2ccccc2)CC1 | 0 | 10 | -8 | 2 | 1 | 1 | 0.9 | 1 | 1 | 1
CC(NC(=O)CCC(=O)NC(C)C1COc2ccccc2O1)C1COc2ccccc2O1 (centres undefined) | -5 | 14 | -8 | 6 | 0.9 | 1.1 | 0.9 | 0.9 | 0.9 | 1
CCCN1CC=C2C(C#N)=C(N)C(C#N)(C#N)C(c3cc(OC)ccc3OC)C2C1 (centres undefined) | 10 | 22 | -3 | -7 | 0.9 | 0.9 | 0.8 | 1.1 | 0.7 | 3
Cc1ccc(C(=O)Oc2ccc3c(c2)ncn3C)cc1 | 0 | 9 | 6 | -10 | 0.9 | 1 | 0.9 | 1.1 | 1 | 1
CCCSc1nnc2[nH]c(=O)cc(N)n12 | 3 | 6 | 17 | 5 | 1 | 1 | 0.9 | 0.9 | 1.1 | -17
COc1ccc2occ(C(=O)c3coc4ccc(O)c(CN(C)C)c34)c2c1 | -2 | 10 | 12 | 0 | 1 | 1 | 0.9 | 1 | 0.7 | 75*
c1ccc2c(c1)oc1c(N3CCN(Cc4ccc5c(c4)OCO5)CC3)ncnc12 | -2 | 23 | -8 | -16 | 0.9 | 1 | 0.8 | 1.2 | 0.9 | 94*
N#Cc1ccc(C(=O)Nc2ccc(N3CCN(C(=O)c4ccco4)CC3)cc2)c(F)c1 | 3 | 9 | 0 | 1 | 0.9 | 1 | 0.9 | 1 | 0.8 | 3
C=CCSc1ncc(C(=O)OCC)c(N)n1 | -6 | 18 | -10 | 16 | 0.9 | 1.1 | 0.8 | 0.8 | 1 | 5
COc1ccc(-c2cc(CS(=O)(=O)c3ccccc3)on2)cc1 | -4 | 6 | 0 | 6 | 1.1 | 1 | 0.9 | 0.9 | 0.9 | -3
O=C(CN1C(=O)CSc2ccccc21)Nc1ccccc1C(=O)N1CCOCC1 | -7 | 18 | -13 | -2 | 1 | 1.1 | 0.8 | 1 | 0.9 | -7
COc1cccc(N2CCN(C(=O)CCn3c(=S)[nH]c4cc5c(cc4c3=O)OCO5)CC2)c1 | 0 | 37 | 7 | -3 | 1.1 | 1 | 0.6 | 1 | 1 | 0
CC(=O)N1CCN(C(=S)Nc2ccc(SC(F)F)cc2)CC1 | -4 | 3 | -6 | -1 | 1.1 | 1 | 1 | 1 | 1.1 | 0
O=C(N/N=C1\CCCc2ccccc21)c1ccccc1Cl | -4 | 6 | -10 | 3 | 1 | 1 | 0.9 | 1 | 1 | 88*
CCn1nc(C)c(NC(=O)/C=C/c2ccc(OC)c(COc3ccc(Br)cc3)c2)c1C | -1 | 16 | -7 | -40 | 0.9 | 1 | 0.8 | 1.4 | 0.9 | 20
CC(Sc1ccc2c(c1)OCCO2)C(=O)Nc1ccc(N2CCOCC2)cc1 (centres undefined) | -3 | 16 | 2 | -17 | 0.8 | 1 | 0.8 | 1.2 | 0.8 | 4
COc1ccccc1OCC(=O)N1CC2(C)CC1CC(C)(C)C2 (centres undefined) | -2 | 10 | -7 | 10 | 1 | 1 | 0.9 | 0.9 | 1 | -5
Cc1ccc(NC(=S)NCCO)c(C)c1 | 4 | 11 | -7 | 5 | 0.8 | 1 | 0.9 | 0.9 | 0.8 | -8
CC1Cc2nc(SCC(=O)Nc3nccs3)n(Cc3ccccc3)c(=O)c2S1 (centres undefined) | -2 | 14 | -6 | 14 | 1 | 1 | 0.9 | 0.9 | 1 | 11
CCOC(=O)c1ccc(-c2cc(C)no2)[nH]1 | -2 | 13 | -7 | 1 | 1 | 1 | 0.9 | 1 | 1 | -5
Oc1ccccc1Nc1nc(NCc2ccccc2)c2ccccc2n1 | -11 | -42 | -10 | 1 | 1.1 | 1.1 | 1.4 | 1 | 1.2 | 100*
CCOC(=O)c1cc(-c2ccccc2)nc2c1c(C)nn2-c1ccccn1 | -5 | 20 | -5 | 7 | 0.9 | 1.1 | 0.8 | 0.9 | 0.9 | 9
O=C(N/N=C/c1cccc([N+](=O)[O-])c1)c1cc2c(ccc3ccccc32)o1 | 4 | 9 | -4 | -4 | 1 | 1 | 0.9 | 1 | 1.1 | -5
COCCn1c(SCc2nc3cc(OC)c(OC)cc3c(=O)[nH]2)nnc1-c1ccncc1 | -7 | 8 | -12 | 14 | 1 | 1.1 | 0.9 | 0.9 | 1 | -2
CCCC[C@@H]1CNC(=S)N1CCC12CC3CC(CC(C3)C1)C2 | -7 | 14 | -4 | 8 | 0.9 | 1.1 | 0.9 | 0.9 | 1 | 9
CC(C)(C)c1ccc(CN2C3=NCCCN3c3ccccc32)cc1 | -4 | 0 | -13 | -1 | 1.1 | 1 | 1 | 1 | 1.1 | 100*
O=C(Nc1ccc(Cl)c(Cl)c1)C1=Cc2ccccc2OC1 | -5 | 18 | -11 | 26 | 0.9 | 1.1 | 0.8 | 0.7 | 0.9 | 2
Cc1cccn2c(=O)c3cc(C#N)c(=O)n(-c4c(C)n(C)n(-c5ccccc5)c4=O)c3nc12 | -7 | 17 | -6 | 9 | 0.9 | 1.1 | 0.8 | 0.9 | 1 | -5
COc1ccc(C=O)cc1Oc1nc(Cl)ncc1F | -4 | 11 | -4 | 10 | 0.9 | 1 | 0.9 | 0.9 | 0.9 | 3
CC1CCCN(C(=O)CSc2nc3ccccc3o2)C1 (centres undefined) | -5 | 13 | -11 | 0 | 1 | 1.1 | 0.9 | 1 | 1.1 | 5
Cc1c(/C=N/NC(=O)CNc2ccccc2)c2ccccn2c1C(=O)c1ccccc1 | 8 | 27 | 0 | -4 | 0.8 | 0.9 | 0.7 | 1 | 0.8 | 2
O=C(CCNC(=O)c1ccccc1Cl)Nc1nc(-c2ccccc2Cl)cs1 | -4 | 13 | -8 | 2 | 1 | 1 | 0.9 | 1 | 1 | 5
CCCCn1c(SCC(=O)N2CCC(C)CC2)nc2cc(S(N)(=O)=O)ccc21 | -2 | 8 | -4 | 3 | 1.2 | 1 | 0.9 | 1 | 1.2 | 3
O=C1OC(Nc2ccccn2)c2ccccc21 (centres undefined) | -6 | 6 | 1 | 4 | 1.1 | 1.1 | 0.9 | 1 | 1 | -8
CNS(=O)(=O)c1cccc(C(=O)OCC(=O)Nc2ccc(-c3nc4ccc(C)cc4s3)cc2)c1 | 0 | 0 | -2 | -12 | 1 | 1 | 1 | 1.1 | 1 | -4
COc1ccc(S(=O)(=O)N(C)C)cc1NS(=O)(=O)c1ccc(F)c(F)c1F | -3 | 3 | -6 | 1 | 1 | 1 | 1 | 1 | 1 | -1
CCn1cc(C(=O)NCCCN2CC(C)CC(C)C2)c2cc(OC)c(OC)cc2c1=O (centres undefined) | 2 | 11 | -6 | -6 | 0.8 | 1 | 0.9 | 1.1 | 0.8 | 1
Nc1c(C(=O)NCCc2ccccc2)nnn1Cc1ccc(Cl)cc1 | -2 | 13 | -11 | -37 | 1.1 | 1 | 0.9 | 1.4 | 1 | -1
CC(C)(C)C(=O)Nc1ccccc1C(=O)Nc1ccncc1 | 1 | 1 | -8 | 8 | 1 | 1 | 1 | 0.9 | 1.1 | -1
COc1ccc(CCNC(=O)C2CCN(S(=O)(=O)c3ccc(-n4cnnn4)cc3)CC2)cc1OC | -3 | 9 | 4 | -1 | 1.1 | 1 | 0.9 | 1 | 1.1 | -2
CC1=Nn2c(nnc2C2CCCCC2)SC1 | -5 | -7 | -10 | 1 | 1 | 1.1 | 1.1 | 1 | 1 | -7
CN(C)c1cc(N/N=C/c2ccc(Cl)cc2)nc(N(C)C)n1 | 2 | 54* | -6 | 1 | 0.3 | 1 | 0.5 | 1 | 0.3 | 78*
CN(Cc1ccc(Cl)s1)C(=O)CCl | -2 | -1 | -10 | -3 | 1.3 | 1 | 1 | 1 | 1.1 | 84*
CC(C)c1ccc(NC(=S)NC2CCCCCC2)cc1 | -10 | 22 | -46 | 1 | 0.9 | 1.1 | 0.8 | 1 | 0.9 | 23
CC(=O)NC(C)c1nc2ccccc2n1Cc1ccccc1F (centres undefined) | -2 | 2 | -8 | 7 | 1 | 1 | 1 | 0.9 | 1.1 | -6
CCOc1ccc(/C=C/C2=NNC(=O)CC2)cc1 | -1 | 10 | -5 | 11 | 0.9 | 1 | 0.9 | 0.9 | 0.9 | -9
